Source: PubChem BioAssay
ROMK primary: modulates human ROMK potassium channel activity; P48048; Tet-inducible ROMK, thallium flux fluorescence; actives lie on both sides; B-score at 10 µM; 130,000 compounds, 2% hits; AID 1918;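 active = signal ratio slope over the read window, or its plate-corrected B-score, at least 3 SD from the plate mean, either direction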;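 also: B-score of the F/F0 ratio slope over 7 to 12 s after thallium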
G6PDH CS: counter-screen for G6PDH assay hits: L. mesenteroides G6PDH inhibition | Purified L. mesenteroides G6PDH, diaphorase/resazurin coupled fluorescence, 45 min | inhibition, % at 5 µM | 200,000 compounds, 0.12% hits | AID 1020; in the data active = inhibition above about 50%
PMI act hi M6P: increases human PMI activity with near-saturating mannose 6-phosphate. P34949. coupled PMI enzyme assay, resazurin fluorescence, 20 min; hits give high values; 1 = untreated enzyme, 0 = substrate-free blank. activation factor at 20 µM. 190,000 compounds, 0.34% hits;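 active = activation factor of 2 or more at 20 µM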
Target sequence (P34949 whole entry, looked up): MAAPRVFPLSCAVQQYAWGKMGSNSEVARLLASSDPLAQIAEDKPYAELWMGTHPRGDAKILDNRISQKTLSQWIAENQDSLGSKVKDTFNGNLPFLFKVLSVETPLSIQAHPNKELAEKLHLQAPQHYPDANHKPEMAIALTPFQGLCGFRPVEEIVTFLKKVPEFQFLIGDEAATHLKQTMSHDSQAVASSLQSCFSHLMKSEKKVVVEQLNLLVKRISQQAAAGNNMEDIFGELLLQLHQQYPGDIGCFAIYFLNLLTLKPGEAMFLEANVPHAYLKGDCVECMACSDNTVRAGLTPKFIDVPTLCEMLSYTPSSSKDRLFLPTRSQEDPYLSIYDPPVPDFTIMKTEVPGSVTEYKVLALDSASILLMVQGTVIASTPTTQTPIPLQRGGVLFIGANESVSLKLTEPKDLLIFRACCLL
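Material: human phosphomannose isomerase with PGI, G6PDH, diaphorase coupling enzymes; amount: PMI at 15 ng/mL final; also added: Mannose-6-phosphate 1.0 mM (near-saturating) plus 0.22 mM NADP+; incubation: enzyme reaction with compound 20 min at room temperature; signal: resorufin fluorescence (Ex 544/Em 590 nm) from resazurin via diaphorase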
PPARg SRC-1 ag: PPARgamma-driven SRC-1 recruitment agonism; PPARgamma-SRC-1 coactivator recruitment biochemical assay; activation, % at 8 µM; 200,000 compounds, 0.41% hits; AID 631; in the data active = activation above about 19%;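 also: 0% = DMSO and 100% = reference agonist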
Target sequence (P37231 whole entry, looked up): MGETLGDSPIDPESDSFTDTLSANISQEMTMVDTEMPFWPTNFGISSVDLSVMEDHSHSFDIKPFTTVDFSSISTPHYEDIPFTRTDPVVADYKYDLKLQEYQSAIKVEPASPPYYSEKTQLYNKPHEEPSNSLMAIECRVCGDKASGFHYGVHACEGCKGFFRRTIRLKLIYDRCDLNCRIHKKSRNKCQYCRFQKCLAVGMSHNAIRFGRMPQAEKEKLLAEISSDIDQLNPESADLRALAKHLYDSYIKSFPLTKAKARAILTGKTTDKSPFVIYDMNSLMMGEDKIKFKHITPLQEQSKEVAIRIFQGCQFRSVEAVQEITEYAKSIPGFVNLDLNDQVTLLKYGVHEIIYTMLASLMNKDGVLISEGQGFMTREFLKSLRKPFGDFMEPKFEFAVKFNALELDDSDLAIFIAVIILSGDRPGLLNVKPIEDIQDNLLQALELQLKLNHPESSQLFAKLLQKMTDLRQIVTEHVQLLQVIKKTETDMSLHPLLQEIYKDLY
PPARg SRC-2 ag: promotes SRC-2 coactivator recruitment by human PPARgamma; PPARgamma LBD-SRC-2 recruitment, biochemical; activation, % at 8 µM; 200,000 compounds, 0.34% hits; in the data active = activation above about 22%;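 also: 0% = vehicle and 100% = reference agonist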
Diaph act CS: counter-screen for diaphorase-based assays: diaphorase activators and chemical reducers. Diaphorase/resazurin coupled assay, resorufin fluorescence, 16 min; hits give high values; 1 = vehicle wells, 0 = NADH-free wells. 190,000 compounds, 0.005% hits. activation factor at 20 µM;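 active = diaphorase activity raised at least twofold by the compound at 20 µM; inactive = activation factor below 2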
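test system = bacterial diaphorase enzyme (C. kluyveri) | quantity = enzyme 0.07 U/mL final | reagent = NADH substrate 0.114 mM plus resazurin dye 0.1 mM, final | incubation = 16 min enzyme reaction, ambient temperature | buffer or medium = HEPES pH 7.4 buffer with MgCl2 and Tween 20 | signal = fluorescence of resorufin, 544 nm excitation, 590 nm emission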
PMI activator: increases human mannose-6-phosphate isomerase activity | P34949 | purified human PMI, coupled resazurin fluorescence, 20 min; hits give high values; 1 = vehicle control, 0 substrate-free wells | activation factor at 20 µM | 190,000 compounds, 0.005% hits;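 active = activation factor of 2 or more at 20 µM, relative to plate controls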
S1P3 antag: antagonists of human S1P3 receptor; Q99500; CHO S1P3 NFAT-BLA reporter, FRET fluorescence, antagonist mode; inhibition, % at 4.98 µM; 170,000 compounds, 0.27% hits;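 active = inhibition above the plate cutoff, the mean inhibition of test wells on that plate plus 3 SD, cut at about 28% in these data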;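 also: cells challenged with S1P at its EC80 of 0.8 µM; blue over green emission ratio from cleaved BLA substrate after 4 h stimulation; 0% = S1P-stimulated wells and 100% = unstimulated DMSO-only wells; some compounds past the cut are filed as inactive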
PPARg SRC3 recr: PPARgamma-driven SRC-3 recruitment agonism | 200,000 compounds, 0.26% hits | P37231 | biochemical PPARgamma/SRC-3 coactivator recruitment assay | activation, % at 8 µM; in the data active = activation above about 23%;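 also: 0% = DMSO and 100% = reference agonist; some compounds past the cut are filed as inactive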
SRC2 TRFRET art: flags TR-FRET format artefacts in PPARgamma SRC-2 recruitment agonist screen; TR-FRET artefact counter-screen; hits give high values; TR-FRET ratio at 8 µM; 200,000 compounds, 0.4% hits; in the data active = TR-FRET ratio above about 2000; also: inactives centre near 1500
Diaphorase inh: counter-screen for diaphorase-based assays: diaphorase inhibitors and chemical oxidizers; AID 1217; 190,000 compounds, 0.69% hits; diaphorase resazurin-to-resorufin fluorescence, NADH, 16 min; bacterial (C. kluyveri) enzyme, not human; inhibition, % at 20 µM;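 active = primary screen inhibition at 20 µM above a set limit, cut at about 50% in these data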;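 also: plate controls were DMSO with full reaction for no effect and wells lacking NADH for full effect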
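material = Clostridium kluyveri diaphorase enzyme | amount = 0.14 U/mL diaphorase, enzyme working solution | schedule = incubation 16 min, room temperature | detection = fluorescence of resorufin formed from resazurin, Ex 544/Em 590 nm | benchmarks = positive control minus NADH, DMSO neutral control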
Starred values were filed as active, the others as inactive; / = no result given.

SMILES	ROMK primary	G6PDH CS	PMI act hi M6P	PPARg SRC-1 ag	PPARg SRC-2 ag	Diaph act CS	PMI activator	S1P3 antag	PPARg SRC3 recr	SRC2 TRFRET art	Diaphorase inh
COc1ccc(NC(=O)Nc2cc(NC(=O)Nc3ccc(OC)cc3)c(C)nc2C)cc1	0.338	2.4	1.1	-1.0	-2.5	0.8	1.1	8.3	1.3	1640	15.8
O=C1SC(c2ccccc2)=C/C1=C\N1CCCCC1	-2.45	3.6	0.9	13.5	-1.3	0.8	0.9	-5.9	14.7	1545	19.2
Nn1c(SCC(=O)NC2CCCCC2)nnc1C1CC1	/	31.0	0.9	2.5	-1.7	0.9	0.9	2.5	-7.9	1418	5.6
COc1ccc(OC)c(/C=N/NC(=O)Cc2nc3ccccc3[nH]2)c1	0.657	11.9	1	7.5	-2.8	1	0.9	2.8	3.6	1531	-2.8
O=C(CN1C(=O)NC2(CCCCCC2)C1=O)N1CCN(S(=O)(=O)c2ccc(Cl)cc2)CC1	/	1.7	1	1.8	7.6	0.9	1	/	-6.9	1694	7.1
Cc1ccc(-n2nc(CN3CCOCC3)c(-c3ccccc3)c2N)c(C)c1	/	-3.7	1.1	8.5	8.6	0.9	0.9	-3.2	2.6	1445	6.3
COc1ccc(OC)c(NC(=O)Cn2cnc3c(cnn3-c3ccccc3)c2=O)c1	/	3.4	1.1	1.1	8.6	1	1.1	-5.1	-0.3	1696	3.5
COc1ccccc1C(O)P(=O)(OC(C)C)c1ccc(N(C)C)cc1 (stereo not given)	/	7.9	1	1.1	-3.2	0.9	1	10.4	1.4	1580	5.6
CCOc1ccccc1C(=O)N[C@H](C(=O)OCc1cc([N+](=O)[O-])cc2c1OCOC2)C(C)C	-0.345	-15.9	0.9	3.1	5.7	0.8	0.8	13.5	1.5	1368	15.2
O=C1NCCCC1C(=O)NCCN1C(=O)CCC1=O (stereo not given)	0.854	4.7	0.9	9.9	-1.6	1	1	-13.5	-8.5	1668	2.9
Cc1ccc(/C=N/N2CCN(Cc3cccc4ccccc34)CC2)o1	-1.69	11.0	1	0.5	5.0	0.9	0.9	/	6.5	1644	12.6
CCN(CC)S(=O)(=O)c1ccc(N2CCOCC2)c(NC(=O)C(=O)c2c(-c3ccccc3)cc3ccccn23)c1	/	4.8	0.9	5.7	6.6	0.8	0.9	/	12.5	1665	18.3
NS(=O)(=O)c1ccc(-c2ccc(/C=C3\C(=O)Nc4cc(Cl)ccc43)o2)cc1	-0.000146	-5.5	0.9	26.6*	16.4	0.8	1	-1.1	16.4	1867	22.8
Clc1ccc(-c2cc3ccccc3[nH]2)cc1	/	4.2	0.9	6.7	12.7	0.7	0.8	/	7.0	1703	25.5
CCOC(=O)c1nn(-c2ccc(C)cc2)cc1C(=O)c1ccccc1	-0.969	-1.2	1	0.2	3.5	1.1	1.1	/	0.4	1638	-5.4
CNC(=S)NNC(=O)c1ccc2c(c1)OCO2	1.14	0.6	1	2.4	9.8	1	1	1.5	8.7	1418	3.3
O=[N+]([O-])c1ccc(NCCCO)c(C(F)(F)F)c1	-0.174	1.5	1	4.6	3.2	1	1	-0.6	3.2	1503	-4.3
Cc1ccc(OCCCC(=O)Nc2ccc(S(N)(=O)=O)cc2)cc1	1.01	3.6	1.1	8.7	-0.5	0.9	1.1	10.4	3.4	1572	14.4
Cc1cc(NC(=O)CCC(=O)N(CC(=O)NC2CCCC2)c2ccccc2)no1	0.905	-0.2	1.1	7.4	9.3	0.9	1.1	/	5.5	1730	6.2
CSc1ccccc1N1CCN(C(=O)Nc2ccc3c(c2)NC(=O)CO3)CC1	/	8.2	0.9	9.2	16.8	1	1	/	6.5	1712	-2.1
Cc1csc(=Nc2cccnc2)n1CC1CCCCC1	-0.696	-2.1	1	5.8	9.5	0.9	0.9	-5.8	2.1	1694	8.9
O=C(OCC(=O)N1CCN(c2ccccc2)CC1)c1cccc(Cl)c1	-2.18	13.9	1.1	-3.1	3.8	1	1.1	/	7.2	1445	3.8
Cc1cc(C)c(NC(=O)CN2CCC(NC(=O)NC3CCCCC3)CC2)c(C)c1	0.417	31.4	1.1	2.5	1.8	1.2	1.1	-17.7	3.7	1641	-18.0
COc1cc(/C=N/NC(=O)COc2cc(C)cc(C)c2)ccc1OS(=O)(=O)c1ccc(C)cc1	/	-20.9	1	1.9	9.8	0.9	0.9	11.2	3.7	1567	13.8

Among those listed so far, 2 have a furan ring, fused or not:
SMILES	ROMK primary	G6PDH CS	PMI act hi M6P	PPARg SRC-1 ag	PPARg SRC-2 ag	Diaph act CS	PMI activator	S1P3 antag	PPARg SRC3 recr	SRC2 TRFRET art	Diaphorase inh
Cc1ccc(/C=N/N2CCN(Cc3cccc4ccccc34)CC2)o1	-1.69	11.0	1	0.5	5.0	0.9	0.9	/	6.5	1644	12.6
NS(=O)(=O)c1ccc(-c2ccc(/C=C3\C(=O)Nc4cc(Cl)ccc43)o2)cc1	-0.000146	-5.5	0.9	26.6*	16.4	0.8	1	-1.1	16.4	1867	22.8

(further entries)
SMILES	ROMK primary	G6PDH CS	PMI act hi M6P	PPARg SRC-1 ag	PPARg SRC-2 ag	Diaph act CS	PMI activator	S1P3 antag	PPARg SRC3 recr	SRC2 TRFRET art	Diaphorase inh
Cn1cc(S(=O)(=O)N2CCN(Cc3ccccc3)CC2)c(=O)n(C)c1=O	/	-11.2	0.8	0.1	5.0	0.8	0.9	-21.4	-0.8	1663	17.8
Cn1c(CC(=O)Nc2ccc(Cl)c(Cl)c2)nnc1SCC(=O)NCc1ccccc1	0.0663	-4.5	1.1	-0.4	5.5	1.2	1.1	-6.7	0.5	1636	-19.9
CCOC(=O)CN1C(=O)NC2NC(=O)NC21 (stereo not given)	/	0.2	1	5.2	8.7	1	1.1	-29.4	-7.1	1678	-1.0
CCOC(=O)N1C2C=C(C)[C@@H]2[C@@H]2CC(=O)N21 (stereo not given in full)	1.33	6.4	1	-3.1	2.1	1	1.1	0.0	0.0	1536	-0.8
Cc1ccc(S(=O)(=O)NCCSCc2ccccc2)cc1	/	1.1	0.9	7.1	9.6	0.9	0.9	/	-3.6	1599	13.5
O=C(Nc1ccc(Br)cc1)N1CCCCC1	/	9.2	1	3.3	11.8	1.1	1	5.8	4.0	1590	-13.3
O=C(Nc1ccc(Cc2ccncc2)cc1)c1cc(F)c(F)cc1Cl	/	8.7	0.9	0.6	2.7	0.7	0.9	23.6	-0.8	1598	25.5
O=C(CSc1nnc(-c2ccccc2)o1)N1CCN(c2ccccc2)CC1	-0.0543	16.4	1	0.1	1.9	1.1	1	-4.4	19.9	1541	-7.3
Cc1onc(C(=O)N2CCOCC2)c1[N+](=O)[O-]	0.00692	1.0	0.9	-3.3	7.0	0.9	1	-4.4	6.0	1679	12.0
CC(=O)Nc1cccc(OC(=O)COc2ccc(Br)cc2)c1	-0.0102	-3.3	1	3.5	3.6	0.9	1	5.4	3.7	1594	7.4
O=C(O)/C=C/C(=O)NNc1ccc([N+](=O)[O-])cc1	0.117	8.2	/	0.2	7.5	/	/	-18.4	2.9	1627	/
Cc1ccccc1NC(=S)N1CCCC(c2nc3ccccc3[nH]2)C1 (stereo not given)	-0.628	0.9	1	9.0	1.7	1	1	4.5	1.5	1533	2.6

Rewritten as labelled records: 2 of the compounds above
O=C(Nc1ccc(Br)cc1)N1CCCCC1
- ROMK primary: /
- G6PDH CS: 9.2
- PMI act hi M6P: 1
- PPARg SRC-1 ag: 3.3
- PPARg SRC-2 ag: 11.8
- Diaph act CS: 1.1
- PMI activator: 1
- S1P3 antag: 5.8
- PPARg SRC3 recr: 4.0
- SRC2 TRFRET art: 1590
- Diaphorase inh: -13.3
O=C(Nc1ccc(Cc2ccncc2)cc1)c1cc(F)c(F)cc1Cl
- ROMK primary: /
- G6PDH CS: 8.7
- PMI act hi M6P: 0.9
- PPARg SRC-1 ag: 0.6
- PPARg SRC-2 ag: 2.7
- Diaph act CS: 0.7
- PMI activator: 0.9
- S1P3 antag: 23.6
- PPARg SRC3 recr: -0.8
- SRC2 TRFRET art: 1598
- Diaphorase inh: 25.5

Further compounds.
SMILES	ROMK primary	G6PDH CS	PMI act hi M6P	PPARg SRC-1 ag	PPARg SRC-2 ag	Diaph act CS	PMI activator	S1P3 antag	PPARg SRC3 recr	SRC2 TRFRET art	Diaphorase inh
NS(=O)(=O)c1ccc(NC(=O)CSc2ncnc3ccccc23)cc1	0.196	3.4	1	6.0	4.7	1	1	-9.5	-0.1	1488	-3.0
COc1cc2ccccc2cc1C(=O)OCC(=O)NC1CCS(=O)(=O)C1 (stereo not given)	0.352	1.0	1	-7.5	3.0	1	1.1	-2.8	-1.6	1588	1.0
O=c1c(-c2ccc(Cl)cc2)coc2c(CN3CCOCC3)c(O)ccc12	-0.457	-2.0	1	8.7	6.9	0.8	1	-8.4	6.0	1560	19.8
c1nc(N2CCCC2)c2[nH]cnc2n1	0.413	10.0	0.8	-1.6	2.4	0.7	0.9	/	-17.2	1574	26.9
COc1ccc(-n2c(=O)c(NC(=O)c3ccccc3)c3n(c2=S)CCCCC3)cc1	-0.102	2.7	1.1	8.6	5.5	0.9	1.1	-0.6	-3.0	1629	10.9
CCNC(=O)C1(c2ccccc2)CCCC1	0.087	-9.5	0.9	-1.3	-7.1	0.8	0.9	/	-8.4	1530	16.3
CCOC(=O)c1[nH]c2ccc(OCC)cc2c1CCCN1C(=O)c2ccccc2C1=O	0.546	1.4	1	0.9	0.2	0.9	1	0.9	0.8	1691	12.6
CC(=O)c1ccc(OCCCC(=O)n2nnc3ccccc32)cc1	/	-1.3	1	4.5	6.0	0.9	1	-10.8	-0.8	1792	10.5
COc1cc(-c2nnc(-c3cc(OC)c(OC)c(OC)c3)o2)cc(OC)c1OC	0.0428	1.4	0.9	1.5	0.5	0.9	0.9	/	-10.5	1569	14.3
CC1Cc2ccccc2N1S(=O)(=O)c1cccc2nsnc12 (stereo not given)	/	-4.8	0.9	13.9	-2.7	0.8	0.8	-0.6	6.4	1513	18.6
COc1ccc(OC)c(-c2cn(S(=O)(=O)c3ccccc3)nc2N)c1	-0.681	14.2	0.9	2.6	5.6	0.8	0.9	/	-0.8	1655	17.3
NC(=O)C1(N2CCCCC2)CCN(Cc2nc3ccccc3c(=O)[nH]2)CC1	0.151	-1.5	1	-0.6	-0.4	1	1	-15.6	5.7	1537	2.1
Cc1[nH]c2c(Br)cccc2c1[C@H]1[C@@H](CC#N)C1(C)C	/	3.7	0.9	-6.4	-7.7	0.8	0.9	/	-5.3	1404	15.1

Not a hit list. About 3.3% of those tested had a hit in this group.
